Source: PubChem
RBX1-CUL1 inh: inhibitors of human ROC1-CUL1 ubiquitin ligase activity; 140,000 tested, 0.6% active; in vitro K48 di-Ub FRET, acceptor:donor ratio, 45 min; inhibition, % at 10 µM; P62877+Q13616; in the data active means inhibition above about 25%
Target sequence (P62877 whole entry, looked up): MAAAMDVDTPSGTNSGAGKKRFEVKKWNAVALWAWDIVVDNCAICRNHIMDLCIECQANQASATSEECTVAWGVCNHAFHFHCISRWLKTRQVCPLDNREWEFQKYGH
Target sequence (Q13616 whole entry, looked up): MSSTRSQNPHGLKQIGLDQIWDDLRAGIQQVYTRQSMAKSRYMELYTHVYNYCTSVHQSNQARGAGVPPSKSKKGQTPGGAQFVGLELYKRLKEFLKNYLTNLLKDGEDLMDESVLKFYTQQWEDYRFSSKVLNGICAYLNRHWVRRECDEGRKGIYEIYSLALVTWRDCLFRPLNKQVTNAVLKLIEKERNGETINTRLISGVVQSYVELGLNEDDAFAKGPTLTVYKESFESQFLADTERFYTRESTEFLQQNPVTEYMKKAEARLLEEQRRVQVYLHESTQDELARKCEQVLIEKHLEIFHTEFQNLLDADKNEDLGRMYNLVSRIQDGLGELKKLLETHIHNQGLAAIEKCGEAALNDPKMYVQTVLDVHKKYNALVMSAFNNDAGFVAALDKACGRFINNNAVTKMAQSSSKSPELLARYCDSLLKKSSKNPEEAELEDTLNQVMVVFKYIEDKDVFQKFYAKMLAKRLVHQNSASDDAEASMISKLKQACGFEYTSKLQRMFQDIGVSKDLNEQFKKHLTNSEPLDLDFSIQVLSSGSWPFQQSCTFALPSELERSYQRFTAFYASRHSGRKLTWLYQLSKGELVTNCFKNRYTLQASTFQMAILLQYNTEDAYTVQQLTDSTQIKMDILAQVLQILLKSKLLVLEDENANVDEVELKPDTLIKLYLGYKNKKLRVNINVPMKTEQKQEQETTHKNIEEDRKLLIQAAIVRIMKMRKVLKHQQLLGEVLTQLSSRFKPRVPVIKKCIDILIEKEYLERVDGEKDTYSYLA
The depositor's hits bear a star.

Molecule | RBX1-CUL1 inh
Cc1cc(C(=O)Nc2ccc(Br)cc2)c(C)o1 | 8
Cc1ccc(C(=O)N2CCN(c3ccccc3)CC2)s1 | -2
O=C(CC1Sc2ccccc2NC1=O)Nc1nccs1 (configuration not stated) | 9
CCc1ccc(OCc2nnc(SCC(=O)Nc3ccc(Cl)c(Cl)c3)o2)cc1 | 4
Oc1ccc(-c2nnc(Nc3ccc(OC(F)(F)Cl)cc3)c3ccccc23)cc1 | -8
COc1ccccc1N1CCN(c2nc3ccc(C)cc3n3nnnc23)CC1 | -8
CCOc1ccccc1/C=C/c1onc(C)c1S(=O)(=O)N1CCC(C(=O)N2CCCCC2)CC1 | 9
CN1CCN(C(=O)c2cnn(-c3ccccc3)c2C2CCN(C(=O)OC(C)(C)C)CC2)CC1 | -3
CCCCC(CC)C(=O)Nc1ccc(N(CC)CC)cc1C (configuration not stated) | -1
CSc1ccc(CC(=O)NCc2nc(-c3ccccc3NC(=O)C3CCC3)oc2C)cc1 | -5
CCOC(=O)C1CCCN(S(=O)(=O)c2cnc(Cl)c(Br)c2)C1 (configuration not stated) | -6
Cc1ccc(S(=O)(=O)NCC2CCC(C(=O)NCCCOC(C)C)CC2)cc1 (configuration not stated) | -1
O=c1[nH]cnc2scc(-c3ccccc3Cl)c12 | 5
CCc1ccccc1OCCSc1nc(-c2cccs2)nc2cc(=O)[nH]n12 | 2
Cc1ccccc1N1OC2C(=O)N(c3ccccc3)C(=O)C2C1c1ccco1 (configuration not stated) | 5
CCn1cc(-c2cc(C(=O)N(C)Cc3ccon3)c3cccc(C)c3n2)cn1 | 11
O=C(O)c1c[nH]c2ccncc2c1=O | -1
Cc1nc(CN2CCN(C(=O)Nc3nnc(C(F)(F)F)s3)CC2)no1 | 9
C=C(C)CSC1=NC(=O)C(C#N)C2(CCCCC2)C1C#N (configuration not stated) | 5
CC(=O)C(=Nc1ccccc1Cl)NNc1ccccc1 | 0
O=C(c1ccco1)N1CCOc2ccc(CN3CCN(c4ccccc4)CC3)cc2C1 | 0
CN(Cc1ccccn1)C(=O)c1cc(Cn2ccc3ccccc32)[nH]n1 | -6
Cc1ccc(C)c(OS(=O)(=O)c2ccc(Cl)cc2)c1 | 5
CCOC(=O)C1C(C)=NC(=S)NC1c1cc(Br)c(OCC(=O)O)c(OCC)c1 (configuration not stated) | -9
CC(/C=N/NC(=O)c1cc(-c2ccc(Cl)cc2)nc2ccccc12)=C\c1ccco1 | -5
CC(NC(=O)CSc1n[nH]c(-c2ccccc2Cl)n1)c1nc2ccccc2n1C (configuration not stated) | -1
CC(C)(C)c1ccc(C2C(C(=O)c3cc4ccccc4o3)C(=O)C(=O)N2CCCn2ccnc2)cc1 (configuration not stated) | 0
CCCn1nnc(-c2ccc(OCc3ccccc3)cc2)n1 | -5
CCCn1c(=O)[nH]c(=O)c2c(-c3ccc4ccccc4c3)ccnc21 | 5
Cc1cccc(NC(=O)C2CCN(S(=O)(=O)c3ccc4c(c3)CCCN4C(=O)C3CCC3)CC2)c1 | -16

Among those listed so far, 3 contain a thiophene ring, fused or not.
Molecule | RBX1-CUL1 inh
Cc1ccc(C(=O)N2CCN(c3ccccc3)CC2)s1 | -2
O=c1[nH]cnc2scc(-c3ccccc3Cl)c12 | 5
CCc1ccccc1OCCSc1nc(-c2cccs2)nc2cc(=O)[nH]n12 | 2

The listing continues.
Molecule | RBX1-CUL1 inh
O=C(COc1ccc(F)cc1)Nc1nnc(SCc2cc(=O)n3ccccc3n2)s1 | 5
Cc1ccc2c(Cl)c(C(=O)Nc3nc(-c4ccc(F)cc4F)cs3)sc2c1 | 0
O=C1CCCC2(CCCc3ccccc32)N1 (configuration not stated) | -1
CCN(CC)C(=O)c1sc2c(c1C)c(=O)n(Cc1ccccc1)c(=O)n2CC(=O)Nc1ccc(OC)cc1 | 2
O=C(Nc1cccc2cccnc12)c1cncc(Br)c1 | 1
COc1cccc(N2CCN(C(=O)c3cc4c(s3)-c3ccccc3OC4)CC2)c1 | 0
CN(C)C(=O)c1ccccc1Sc1ccccc1Br | 0
CCc1cccc(NC(=O)C(c2ccccc2)N2Cc3ccccc3C2=O)c1 (configuration not stated) | 0
CCN1CCOC(=O)C1CC(=O)Nc1ccc(C)c(Cl)c1 (configuration not stated) | -3
O=C(COc1ccc(Br)cc1/C=C1/C(=O)ON=C1c1ccccc1)Nc1ccccc1 | 43*
CCN(c1ccccc1)S(=O)(=O)c1nnc(NC(=O)c2cccs2)s1 | -2
COc1ccc2[nH]cc(CCNC(=O)c3cnn(-c4ccc(C)cc4)c3C3CCN(C(=O)OC(C)(C)C)CC3)c2c1 | 2
CCC(C)(C)NS(=O)(=O)c1cc(-c2cc(C)no2)ccc1C | -8
COC(=O)c1sc(-c2ccccc2)cc1NC(=O)c1cccc(F)c1 | -7
CCOC(=O)N1CCc2c(sc3c2c(=O)n(Cc2ccccc2)c(=O)n3CC(=O)Nc2c(C)cccc2C)C1 | -3
COc1ccccc1-c1nc2c(c(SCC(=O)Nc3ccccc3F)n1)Cc1c(CO)cnc(C)c1O2 | 2
COc1ccc(C(=O)/C=C/c2cccnc2)c(O)c1 | 12
COc1cc(-c2nc(C)c(C(C)=O)n2O)ccc1OCC(=O)Nc1cccc(C(F)(F)F)c1 | -2
O=C(NCc1cccc(Cl)c1)c1cc2ccc3cccnc3c2[nH]1 | 5
O=C(CCc1n[nH]c2c1CCCC2)N1CCC2(CCCN(CC3CC3)C2)C1 (configuration not stated) | -4
CN(C)S(=O)(=O)c1ccc2c(c1)C(N1CCN(CCO)CC1)Cc1ccc(F)cc1S2 (configuration not stated) | 3
CNC(=O)c1cc(Nc2nnc(-c3ccc(O)cc3)c3ccccc23)ccc1OC | 9
Cc1cccc(N2CCN(C(=O)c3cccnc3Cl)CC2)c1C | 4
COc1ccc(/C=C(\C#N)c2nc3ccccc3n2C)c(OC)c1 | 10
CC12C(=O)C(C)(C(c3ccccc3)=C1c1ccccc1)C1C(=O)N(c3cccc(C(F)(F)F)c3)C(=O)C12 (configuration not stated) | -3
COc1cccc(C(=O)Nc2ccc(Cc3ccc(N)cc3)cc2)c1OC | -2
CC(C)c1ccc(CN)cc1 | 6
COc1cc(OC)cc(C(=O)Nc2ccc(C)cc2C)c1 | 1
Cc1cc(C)n2c(-c3cccs3)nnc2n1 | -2
c1ccc(OCc2nn3c(-c4ccncc4)nnc3s2)cc1 | 1
CC(C)CCN(Cc1ccco1)C(=O)Cn1ncc2c([nH]c3ccccc32)c1=O | 0
COCCN1CCCC2(CCN(C3CCCCCCC3)C2)C1 (configuration not stated) | -4
CCc1nn(CC(=O)NCc2ccco2)c(=O)c2cc3cc(F)ccc3n12 | 1
C=CCN1N=C(c2cc(Cl)sc2Cl)CSC1=O | -11
COc1ccccc1N1CCN(C(=O)c2cc(-c3ccc(C)c(F)c3)on2)CC1 | 1
COc1cc(/C=C/CN2CCCC(N3CCCC3)C2)ccc1O (configuration not stated) | 1
Cc1ccc(CNC(=O)CSc2nc(-c3cccs3)cc(C(F)(F)F)n2)cc1 | -4
C=C(C)COc1ccccc1NC(=O)c1ccccc1OC | 12
CCOC(=O)c1c(NC(NC(=O)c2ccc(Cl)cc2)(C(=O)OC)C(F)(F)F)sc(-c2ccccc2)c1C (configuration not stated) | 13
COc1ccc(CC2CN(C(=O)c3cccc(N(C)C)c3)CCO2)cc1 (configuration not stated) | -8
COc1ccc(CC2COCC(Cc3ccc(OC)cc3)C2)cc1 (configuration not stated) | -5
O=C(c1cnc2ccccn2c1=O)N1CCOc2ccc(CN3CCc4ccccc4C3)cc2C1 | 6
CCOC(=O)c1cnn(-c2cc(OC)nc(-c3ccccc3)n2)c1C | 10
CC(CCC(=O)NCCO)C1CCC2C3CC[C@@H]4C[C@H](O)CC[C@]4(C)C3C[C@H](O)[C@]12C (some centres not stated) | 12
CC(C)(C)C(=O)NCCc1csc2nc(-c3ccc(F)cc3)nn12 | -6

6 entries from above in another layout:
RBX1-CUL1 inh | Molecule
2 | CCN(CC)C(=O)c1sc2c(c1C)c(=O)n(Cc1ccccc1)c(=O)n2CC(=O)Nc1ccc(OC)cc1
-2 | CCN(c1ccccc1)S(=O)(=O)c1nnc(NC(=O)c2cccs2)s1
1 | COc1cc(/C=C/CN2CCCC(N3CCCC3)C2)ccc1O (configuration not stated)
-3 | CN1CCN(C(=O)c2cnn(-c3ccccc3)c2C2CCN(C(=O)OC(C)(C)C)CC2)CC1
8 | Cc1cc(C(=O)Nc2ccc(Br)cc2)c(C)o1
-5 | CCCn1nnc(-c2ccc(OCc3ccccc3)cc2)n1

Further entries.
Molecule | RBX1-CUL1 inh
O=C(Nc1ccc(C(=O)OCc2cc(=O)n3nc(C4CC4)sc3n2)cc1)c1ccc(F)cc1 | -7
Cc1nc2[nH]c(=S)[nH]c(=O)c2nc1C | 11
COc1ccccc1CNC(=O)CCCn1nc(C)c2sc3ccccc3c2c1=O | 8
O=C(c1ccc2c(c1)N(Cc1ccc(F)cc1)C(=O)c1ccccc1S2(=O)=O)N1CCN(c2ccccn2)CC1 | -3
S=c1[nH]nc(C2CC2c2ccc(Cl)cc2)n1-c1ccc(Cl)cc1 (configuration not stated) | -4
CCOc1ccc(C2C(C(=O)Nc3ccccc3C)C(C)=Nc3nnnn32)cc1 (configuration not stated) | 1
CCSc1nc2c(c(=O)n1Cc1ccc(OC)cc1)C1(CCCCC1)Cc1ccccc1-2 | 12
CCc1ccccc1NC(=O)Cn1nc2c3cc(F)ccc3n(Cc3cccc(C)c3)cc-2c1=O | 0
O=C(CN1CCOCC1)Nc1ccc(F)c(F)c1 | 4
CCOC(=O)C(Cc1c[nH]c2ccccc12)NC(=O)c1ccccc1Cl (configuration not stated) | 4
CC(=O)N(c1ccc2oc3c(c2c1)CCCC3)S(=O)(=O)c1ccc(F)cc1 | -8
Cc1cc(C)c(OC/C=C/CN2CCOCC2)c(C)c1 | 1
CCOc1ccc2c(c1)c(=O)c(S(=O)(=O)c1ccc(C)cc1)cn2CC(=O)Nc1ccc(C)cc1 | -5
CCc1ccccc1NC(=O)Cn1c(=O)n(-c2ccc(C)c(C)c2)c(=O)c2oc3ccccc3c21 | -4
N#C/C(=C\c1ccco1)C(=O)c1cccs1 | 57*
COc1c(Cl)cc(C(=O)Nc2cccc(-c3nc4ncccc4o3)c2)cc1Cl | 1
CC(C)(Oc1ccc(C(C)(C)C)cc1)C(=O)N1CCN(c2ncccn2)CC1 | 5
CC(C)NC(=O)c1cc2c(=O)n3ccccc3nc2n1C | 13
O=C(NC(=S)Nc1cccc(Cl)c1Cl)c1cccs1 | -1
Cc1cc(CN2CCN(Cc3ccc(F)c(F)c3)C(CCO)C2)cc(C)c1O (configuration not stated) | 2
Cc1ccc(NC(=O)CSc2nnc(-c3cnccn3)n2C)cc1C | -9
CCn1cc(CN2C[C@H]3OC(=O)N(Cc4ccccc4OC)[C@H]3C2)cn1 | -7
CCCNS(=O)(=O)c1cc(C(=O)NC2CCCC2)ccc1OC | 11
COc1ccc(F)c(-c2nc(CN(C)Cc3nonc3C)c(C)o2)c1 | 3
Cc1ccc(NC(=O)CN2C(=O)c3ccccc3Sc3ccc(C(=O)N4CCOCC4)cc32)c(Cl)c1 | 4
CCOc1ccc(NC(=O)CSc2nc3scc(-c4ccc(OC)c(OC)c4)c3c(=O)n2-c2ccccc2)cc1 | 5
COc1ccc(NC(=O)c2ccc(COc3ccccc3OC)o2)cc1OC | -2
COc1ccc(S(=O)(=O)NCC2CCN(S(=O)(=O)c3ccc(OC)cc3)CC2)cc1 | 3
CCCc1ccc(Oc2coc3cc(OC)ccc3c2=O)cc1 | 7

An excerpt (hit frequency here may not be typical).
